# E coli growth – E. coli V3065 growth inhibition, primary screen, counter-screen for AddAB inhibitor project, absorbance, OD600; actives 0.27% (n = 330,000); 18 h; AID 449728, 2010; inhibition, % at 11.9 µM;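 active = inhibition above the campaign's mean inhibition across all tested compounds plus 3 SD, cut at about 9.9% in these data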;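 also: uninfected addAB+ strain grown without phage in ampicillin broth; 0% = DMSO wells and 100% = ciprofloxacin 0.95 µg/ml wells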
# phage Ecoli inh – growth loss of phage-infected E. coli, primary screen, RecBCD inhibitor project, absorbance, with phage, HTS; inhibition, % at 11.9 µM; actives 0.26% (n = 360,000); in the data active = inhibition above about 11%
# AddAB inh – growth inhibition of E. coli expressing H. pylori AddAB, primary screen, AddAB inhibitor project, absorbance; inhibition, % at 11.9 µM; actives 0.29% (n = 330,000); in the data active = inhibition above about 12%;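 also: 0% = vehicle wells of infected cells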
# Tat export inh – E. coli Tat export inhibitors, primary screen, MC4100, TorA-mCherry reporter, fluorescence, single point | inhibition, % at 10 µM | actives 0.036% (n = 340,000) | AID 488895, 2010;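 active = mean replicate inhibition at least 50% and at least half of replicates individually reaching 50%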;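 also: exported cargo escapes ClpAP degradation while cytoplasmic cargo is degraded and loses fluorescence; 0% = median of neutral control wells and 100% = median of NaSCN control wells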
# HTR5A inv ctr – HTR5A inverse agonists in luminescence cell assay, primary screen, counter-screen for OPRM1-OPRD1 heterodimer inverse agonist project, full-deck HTS | HTR5A cell line, inverse agonism | inhibition, % at 9.3 µM | actives 0.083% (n = 340,000); in the data active = inhibition mostly above about 23%, no sharp cut-off; inactive = mostly below about 18%;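 also: 0% = cells with DMSO and 100% = no-cell wells with DMSO; some compounds called inactive have numbers as strong as hits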
# Target sequence (P47898 whole entry, looked up): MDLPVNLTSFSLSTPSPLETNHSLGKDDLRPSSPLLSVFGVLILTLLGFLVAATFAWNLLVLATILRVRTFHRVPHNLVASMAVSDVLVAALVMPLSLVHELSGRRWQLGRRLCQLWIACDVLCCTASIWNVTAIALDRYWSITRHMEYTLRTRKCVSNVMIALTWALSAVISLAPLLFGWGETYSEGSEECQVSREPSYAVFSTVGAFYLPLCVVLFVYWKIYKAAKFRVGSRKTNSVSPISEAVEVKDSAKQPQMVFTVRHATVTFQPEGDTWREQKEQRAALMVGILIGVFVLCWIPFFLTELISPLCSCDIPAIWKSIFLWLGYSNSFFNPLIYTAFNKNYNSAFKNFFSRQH
# PKA-R2B activ – activators of PKA-R2B holoenzyme, primary screen, biochemical, fluorescence polarization, Cy5-IP20, human; activation, % at 11.4 µM; PKA-R2B holoenzyme dissociation; R2B truncated from residue 108, S112A mutant; 0% DMSO only, 100% 113 µM cGMP; cAMP-dependent protein kinase catalytic subunit beta (Homo sapiens) + cAMP-dependent …; actives 0.079% (n = 340,000); AID 504700, 2011;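 active = activation above a cutoff set at the mean over all compounds plus 3 SD, cut at about 18% in these data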;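 also: higher means more holoenzyme dissociation and a rise in polarization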
# HTR5A ag – HTR5A agonists in luminescence cell assay, primary screen, counter-screen for OPRM1-OPRD1 heterodimer agonist project, full-deck HTS. activation, % at 9.3 µM. 5-hydroxytryptamine receptor 5A (Homo sapiens), P47898. actives 0.61% (n = 340,000). cell-based; in the data active = activation mostly above about 9.5%, no sharp cut-off; inactive = mostly below about 7.6%;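 also: 0% = cells with vehicle only and 100% = reference agonist; strong numbers were not always called active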
# PKA-R1A activ – activators of PKA-R1A holoenzyme, primary screen, biochemical, fluorescence polarization, Cy5-IP20, bovine R1A, mouse PKAc; PKA-R1A dissociation; scaled: DMSO 0%, 113 µM cGMP 100%; activation, % at 11.4 µM; actives 0.083% (n = 340,000); AID 504707, 2011;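 active = percent activation above the mean of all tested compounds plus 3 SD, cut at about 19% in these data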;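 also: higher means more PKAc released from R1A so a rise in polarization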
# DAGLB inhibitor – DAGLB lipase inhibitors, primary screen, biochemical, fluorescence, HTS | HEK293T DAGLB membrane lysate, EnzChek fluorogenic substrate | actives 0.059% (n = 340,000) | AID 504411, 2011 | inhibition, % at 5.17 µM; in the data active = inhibition above about 34%;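 also: 0% = enzyme with vehicle and 100% = wells lacking enzyme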
# Mot1-301 SUMO – yeast Mot1-301 growth rescue at high temperature, primary screen, SUMOylation pathway inhibitor project, S. cerevisiae, ATP luminescence, 38.5C | growth rescue, % at 18.8 µM | AID 2716, 2010 | S. cerevisiae Mot1-301 growth rescue; percent above DMSO median, 100 means doubled | actives 1% (n = 320,000);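 active = every valid replicate shows activation above 250% relative to neutral control wells; inactive = the rest, any valid replicate at or below 250%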;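 also: OY570 slx delta 5 strain wells were the positive control but not used for scaling; some compounds called inactive have numbers as strong as hits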
# CDK5 p35 inh – inhibitors of human CDK5/p35 kinase, primary screen, biochemical, single concentration; Cyclin-dependent kinase 5 (Homo sapiens) + Cyclin-dependent kinase 5 activator 1 (Homo …; Recombinant CDK5/p35, ADP-Glo luminescence, 60 min; inhibition, % at 10 µM; actives 0.01% (n = 330,000);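 active = highest replicate inhibition of at least 50% and at least 75% of replicates reaching 50%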;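 also: plate controls were DMSO neutral control for no effect and GW8510 at 10 µM for full effect; many of its hits are not listed in these tables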
# Target sequence (Q00535 whole entry, looked up): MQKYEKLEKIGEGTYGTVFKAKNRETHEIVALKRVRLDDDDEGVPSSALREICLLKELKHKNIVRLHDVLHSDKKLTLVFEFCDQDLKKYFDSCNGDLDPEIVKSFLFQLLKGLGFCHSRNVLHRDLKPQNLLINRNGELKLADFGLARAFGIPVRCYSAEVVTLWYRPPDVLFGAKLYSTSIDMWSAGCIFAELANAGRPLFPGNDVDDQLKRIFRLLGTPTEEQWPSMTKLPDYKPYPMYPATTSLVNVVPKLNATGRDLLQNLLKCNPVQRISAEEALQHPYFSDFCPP
# Target sequence (Q15078 whole entry, looked up): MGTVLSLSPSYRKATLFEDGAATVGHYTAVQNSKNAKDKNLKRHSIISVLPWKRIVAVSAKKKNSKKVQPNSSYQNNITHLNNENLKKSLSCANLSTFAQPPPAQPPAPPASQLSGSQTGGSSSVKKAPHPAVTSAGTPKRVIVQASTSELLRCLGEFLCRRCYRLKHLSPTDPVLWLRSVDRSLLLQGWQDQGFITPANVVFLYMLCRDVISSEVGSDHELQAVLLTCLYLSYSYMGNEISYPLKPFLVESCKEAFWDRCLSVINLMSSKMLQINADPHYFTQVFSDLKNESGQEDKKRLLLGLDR
# * marks the source's active call; other numbers are inactive results; x = not tested or not shown.
SMILES,E coli growth,phage Ecoli inh,AddAB inh,Tat export inh,HTR5A inv ctr,PKA-R2B activ,HTR5A ag,PKA-R1A activ,DAGLB inhibitor,Mot1-301 SUMO,CDK5 p35 inh
COc1ccc(N=C2SCC(c3ccccc3)=NN2C)cc1,-0.8,5.6,-2.3,6,-12,1,6,-2,-6,7,-0.1
N#CCCn1cc(C(=O)O)c(-c2cc3ccccc3o2)n1,-1.4,1.8,-0.1,-1,5,6,0,-6,-3,4,-0.3
CCCCCCn1c(=O)[nH]c2c(c1=O)CCC2,-1.5,-4.1,0.6,2,15,6,1,1,0,12,-1.5
CC1=C(C#N)C2C(/C1=N/O)C2(C)C (stereo unspecified),0.1,-0.3,4.7,-2,-13,-2,3,0,0,-14,0.3
CCC12OC(=N)C(C#N)(C1C)C(C#N)(C#N)C(c1ccccc1)O2 (stereo unspecified),-0.1,0.9,1.7,-2,-7,-4,2,6,0,8,-1.0
COc1ccc(/C(N)=N/OC(=O)Cc2cccs2)cc1OC,0.4,2.5,1.4,0,-2,-5,1,-13,-4,-13,-4.0
O=C(NCC#CCOCc1ccccc1)c1ccccc1,1.5,1.3,3.1,6,-32,-20,11,-8,-1,-25,0.8
CCCCn1nnnc1SCC(=O)N1CCN(C(=O)c2ccco2)CC1,-1.3,4.1,0.1,-4,-13,2,1,-5,0,-8,1.2
O=C(Nc1ccccc1)c1ccccc1C(=O)N1CCCCC1,-1.4,3.8,2.5,5,0,-1,-4,11,0,-3,-1.8
CCOc1ccc(C2OC34CCCCC3C(C#N)(C#N)C2(C#N)C(=N)O4)cc1OC (stereo unspecified),-1.5,x,1.5,-1,3,-12,-1,-9,-2,-3,-0.9
NC(=S)NN=C1CCCCCCCCCC1,x,0.4,x,-4,-15,0,4,-12,0,x,1.3
CC(=O)Nc1ccc(N2C(=O)CC(N3CCN(Cc4ccc5c(c4)OCO5)CC3)C2=O)cc1 (stereo unspecified),0.8,1.1,4.0,-1,23,0,-3,-8,-2,-4,-0.6
O=c1c([N+](=O)[O-])cc(C(F)(F)F)cn1Cc1cccc(Cl)c1,-3.4,4.2,-1.4,-5,10,-1,-4,1,0,4,-0.6
O=C1NC(=S)N/C1=C/c1ccc2ccccc2c1,-0.7,2.1,2.5,-4,7,3,-2,1,-1,-34,0.1
CC(Sc1nc2ccc(C(=O)c3ccccc3)cc2[nH]1)C(=O)O (stereo unspecified),-0.9,-1.5,1.6,4,0,7,0,-4,1,-9,2.0
COC1CCN(C(=O)c2ccc(OC3CCN(Cc4ccccn4)CC3)cc2)CC1,-2.8,-0.4,0.2,-2,4,2,-1,-8,0,17,-0.6
c1csc(-c2nc(NCCCN3CCOCC3)c3ccccc3n2)c1,-1.3,1.2,2.7,-12,8,-3,-3,1,0,-12,-1.1
CCSC1=NSC2=NC(=O)/C(=C\c3coc4ccccc4c3=O)C(=N)N12,-0.7,-0.2,3.1,-7,-4,6,0,12,-253,9,1.9
NC(=O)c1nsc(C(=O)N(Cc2ccc(F)cc2)C(C(=O)NCC2CCCO2)c2ccc(F)cc2)c1N (stereo unspecified),-1.1,1.2,0.8,-2,-22,2,-3,2,-3,21,-0.3
COC(C(=O)N1CCC(n2nccc2NC(=O)C2CC2)CC1)c1ccccc1 (stereo unspecified),-4.0,1.4,-1.1,-4,-1,8,0,-1,1,-13,x
Cc1ccc(C(=O)NCc2ccc(N3CCN(C(=O)OC(C)(C)C)CC3)cc2)cc1,2.7,2.6,0.5,1,16,-2,-7,10,-2,-4,0.6
CC1CCN(c2ccccc2NC(=O)c2ccc(Br)o2)CC1,0.8,3.7,0.3,5,9,-3,5,-8,-10,1,-1.3
C=CC(C)(O)CCC=C(C)C (stereo unspecified),-0.7,1.0,1.0,-4,3,-8,3,-2,-1,0,1.2
O=C(Nc1nnc(C2CC2)s1)c1ccc(S(=O)(=O)c2ccccc2)cc1,-2.1,0.4,1.9,29,0,-10,7,-5,2,5,-5.1
Cc1ccc(NC(=S)N(CCCN2CCOCC2)Cc2ccccn2)cc1Cl,-0.9,2.6,2.5,-10,-10,-8,1,-13,0,-11,-2.6

# Next records follow:
SMILES,E coli growth,phage Ecoli inh,AddAB inh,Tat export inh,HTR5A inv ctr,PKA-R2B activ,HTR5A ag,PKA-R1A activ,DAGLB inhibitor,Mot1-301 SUMO,CDK5 p35 inh
Cc1c(C)n(Cc2ccc(Cl)cc2)c2ccc(C(=O)NCCCN3CCOCC3)cc12,-6.0,-2.2,2.4,6,11,-7,-3,-5,0,-6,-0.5
O=c1c2ccccc2c(C=Nc2cccc(O)c2)c(O)n1-c1ccc2c(c1)OCO2,1.9,-0.7,2.9,-7,-3,5,1,-6,2,-11,1.5
O=C(CCCl)N1c2ccccc2C=Cc2ccccc21,x,2.4,x,-8,22,1,5,-2,-2,x,-0.9
C=CCn1c(-c2oc3nc(-c4ccccc4)cc(-c4ccccc4)c3c2N)n[nH]c1=S,-2.3,1.8,2.0,3,0,-8,4,-18,3,-22,1.3
CCc1nnc(NC(=O)c2ccc(S(=O)(=O)N(CCOC)CCOC)cc2)s1,2.6,-0.1,-3.5,4,-8,1,0,-4,0,122,-4.2
CC(=O)Nc1ccc(NC(=O)CN(c2cccc(C(C)=O)c2)S(C)(=O)=O)cc1,1.5,3.1,2.5,1,-1,-3,0,-1,1,-13,1.2
COCCCNC(=O)CNC(=S)N(Cc1ccc(F)cc1)C1CCCCC1,-0.2,4.2,2.6,5,-11,-6,8,4,-1,43,0.7
COc1ccc2cc3cc(C(=O)NCc4ccccn4)oc3nc2c1,-3.0,2.7,-2.7,-3,-47,0,2,-8,-1,-22,-0.3
Cc1ccc(CNC(=O)CS(=O)Cc2nc(-c3ccccc3F)oc2C)cc1 (stereo unspecified),-2.6,2.4,0.9,1,-10,-4,-2,3,1,3,0.7
Fc1ccccc1C1c2cccn2CCN1C(=S)Nc1ccc(Br)cc1 (stereo unspecified),-0.1,2.8,3.1,3,-9,5,4,-4,-8,18,-0.5
O=[N+]([O-])c1cc([N+](=O)[O-])c2nonc2c1Nc1ccccc1O,x,-0.2,x,-2,7,-9,-2,-17,2,-6,0.3
O=C(CSc1n[nH]c(-c2ccc(Cl)cc2Cl)n1)Nc1ccccn1,2.5,1.3,3.4,-13,-13,-7,3,-10,3,6,0.9
COc1cccc(OC)c1OCCOCCN1CCN(C)CC1,-1.7,0.1,3.0,5,2,4,-1,-3,-1,-12,-0.9
CC12CC3CC(C)(C1)CC(Nc1nc(N4CCOCC4)nc4ccccc14)(C3)C2,-0.3,1.8,-0.4,-1,2,6,-1,-7,1,-13,0.7
CNC(=O)CSc1nccn1Cc1ccc(Cl)cc1,2.9,0.2,0.9,1,20,0,1,7,2,-8,1.1
O=C(COC(=O)CCCNC(=O)c1ccc(Cl)cc1)Nc1ccc(Br)cc1,-1.0,2.1,4.8,0,-16,15,0,6,-1,-13,2.6
COc1ccc(N(CC(=O)N2CCN(c3cccc(C)c3C)CC2)S(=O)(=O)c2c(C)noc2C)cc1,0.2,1.1,3.0,8,0,12,5,-12,-4,-4,1.2
Cc1ccc(S(=O)(=O)CCC(=O)Nc2ccccc2Cl)cc1,-1.9,-2.2,0.3,10,-3,4,1,-4,-4,15,-1.3
COc1nc(Nc2ccc(-c3nc4ccccc4o3)cc2)nc(N2CCOCC2)n1,1.9,0.6,3.6,-5,-11,-11,5,-9,-4,6,-7.2
COCOc1ccc(C=O)cc1OCOC,-0.5,3.5,3.4,4,10,-7,3,-4,-4,-2,-0.7
COC(=O)c1ccccc1-n1c(C)nc(=O)c(-c2ccccc2)c1C,x,1.6,x,2,-7,-4,2,2,0,3,0.3
CS(=O)(=O)Cc1ccc(C(=O)NC2CCN(Cc3ccccc3)C2)cc1 (stereo unspecified),-0.8,1.2,3.0,2,1,8,5,-1,-4,-10,0.4
CCC(=O)Oc1ccc(-c2nc(-c3cccnc3)no2)cc1,-1.6,3.8,-0.3,2,6,-5,0,4,-4,-58,3.9
CCC(=O)Nc1nnc(S(=O)(=O)N2c3ccccc3CC2C)s1 (stereo unspecified),-0.8,0.5,-2.1,-8,2,5,-1,1,-5,-12,-0.1
CC(=O)c1cc2c(cc1NC(=O)c1cccc(S(=O)(=O)N3CCN(C)CC3)c1)OCO2,0.4,2.1,3.4,-4,-3,-1,1,0,-3,x,0.4

# Going on with the list.
SMILES,E coli growth,phage Ecoli inh,AddAB inh,Tat export inh,HTR5A inv ctr,PKA-R2B activ,HTR5A ag,PKA-R1A activ,DAGLB inhibitor,Mot1-301 SUMO,CDK5 p35 inh
CC1CCN(C(=O)c2ccc3c(Cl)c4c(nc3c2)CCCC4)CC1,0.5,3.3,0.2,3,4,0,-2,0,-4,-12,-0.4
O=C(NC1CC1)C1=C[C@H](c2csc3ccccc23)C[C@H](OCc2ccc(CO)cc2)O1,-1.5,2.2,0.8,11,-47,-6,16,3,-1,-5,-2.1
O=C(COC(=O)CCC(=O)c1cccs1)NC1CC1,3.1,3.5,1.4,4,-2,-2,1,-5,1,x,-0.1
COc1cc(OC)c2c(-c3cccc(-c4ccoc4)c3)cc(=O)oc2c1,-2.3,0.6,-1.4,0,2,0,-1,5,1,x,-3.5
Cc1cccc(-c2noc(CNS(=O)(=O)c3ccccc3)n2)c1,-1.7,0.9,-2.5,8,-2,-4,-5,6,-1,7,-1.0
CCC(Oc1ccccc1)C(=O)Nc1cc(Cl)ccc1-n1cncn1 (stereo unspecified),-0.9,3.3,-2.8,5,15,-14,-6,-13,-4,-8,-0.6
CC(=O)N1N=C(c2ccncc2)OC12CCCC2,1.9,3.0,1.5,2,-20,3,1,-1,1,-5,-1.7
CCCCn1c(N)c(N(CCOC)C(=O)c2ccc(-c3cccc(C(F)(F)F)c3)o2)c(=O)[nH]c1=O,-1.2,2.3,0.8,10,-19,-6,2,-9,3,-12,-0.3
Cc1ccc2oc(-c3cccc(NC(=O)c4ccccn4)c3)nc2c1,-1.8,2.2,-1.4,2,0,-4,0,2,-10,45,-0.2
COC(=O)CSc1nnc(-c2ccc3c(c2)OCO3)n1C,0.0,2.0,1.8,2,5,-10,-2,-6,-8,-18,5.0
CCc1ccc(NC(=O)[C@@H](NC(=O)[C@@H]2Cc3ccccc3CN2)C(C)CC)cc1 (stereo partly specified),-0.6,1.8,2.2,-16,1,-8,0,0,-5,-4,x
O=C(C1CCN(S(=O)(=O)c2ccc(Cl)cc2)CC1)N1CCN(c2ccccn2)CC1,3.2,0.5,2.5,0,-4,-5,7,-12,0,-4,0.2

# Screening data: PubChem, several laboratories

# Rows were taken by chance. Share with any hit: about 2.3%.
